# IL1B NFkB inh – blocks IL-1B driven NFkB nuclear translocation in HUVEC cells. 0.43% of 94,000 active. inhibition, % at 2 µM. HUVEC IL-1B NFkB p65 nuclear translocation imaging. AID 796;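 active = inhibition above about 30% together with a positive call from visual inspection of the well image, limit read from the data; inconclusive = inhibition above a set limit but visual check negative; inactive = inhibition not above a set limit, visual check negative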;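 note: nuclear over cytoplasmic p65 intensity ratio measured by imaging; 0% = IL-1B stimulated DMSO wells and 100% = unstimulated DMSO wells; values of inactives mirror those of a sister screen read the other way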
# MRP reversal – reverses drug resistance mediated by MRP; 0.04% of 85,000 active; differential viability (reversal), % at 10 µM; AID 602; H69AR cells + 2 uM doxorubicin, CellTiter-Glo, 72 h;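 active = viability drop by adding the cancer drug above about 55%, with treated viability meeting a 40% cutoff, limit read from the data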;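 note: viability without doxorubicin minus viability with 2 µM doxorubicin for each compound; larger differential means the compound sensitizes cells more to doxorubicin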
# IL1B NFkB pot – enhances IL-1B driven NFkB nuclear translocation. HUVEC IL-1B NFkB p65 nuclear translocation imaging. activation, % at 2 µM. 0.3% of 94,000 active;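 active = activation above 40%, about the mean plus 3 SD, also judged a hit on visual image review; inconclusive = activation above 40% but not a hit on visual review; inactive = activation not above 40% and no visual hit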;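 note: percent activation is computed from the nuclear over cytoplasmic p65 intensity ratio; values of inactives mirror those of a sister screen read the other way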
# Bcl-B displacement – displacers of TR3 peptide from Bcl-B, primary screen, selectivity assay for Bfl-1 inhibitor project, biochemical, fluorescence polarization. displacement, % at 20 µM; hits with a dose series show IC50 in µM. FP displacement of FITC-TR3 peptide from Bcl-B; higher % means a stronger effect. 0.11% of 96,000 active. AID 748;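 active = displacement above 50% at 20 µM plus a fluorescence interference ratio under 1.5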;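 note: plate controls were wells without compound for no effect and wells lacking Bcl-B protein for full effect; a part of the inactive calls stands beside numbers as strong as those of hits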
# PLAP inhibition – inhibition of human placental alkaline phosphatase – biochemical, luminescence, HTS (AID 690). purified PLAP, luminescent substrate; higher % means a stronger effect. one-dose inhibition, % at 20 µM; IC50 in µM for titrated hits. 0.08% of 96,000 active; in the data active = a potency from the dose series; inactive = the rest, 99 in 100 with inhibition below about 30%; note: strong numbers were not always called active
# MRP reversal cytotoxicity – second read-out of MRP reversal, no call of its own (marks repeat the call); viability, %; H69AR cells, CellTiter-Glo, 72 h; measured here: cytotoxicity without doxorubicin
# MRP reversal with doxorubicin – recorded beside MRP reversal, whose call it bears; viability, %; measured here: viability with 2 uM doxorubicin; hits give low values
# IL1B NFkB inh cell count 2 µM – also measured in IL1B NFkB inh; calls as there; cell count; measured here: cells passing quality filter;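 raw number of nuclei counted in each imaged well without normalization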
# IL1B NFkB pot cell count 2 µM – recorded beside IL1B NFkB pot, whose call it bears; cell count; measured here: cells passing quality filter
# Numbers without * were called inactive; ? = inconclusive; . = not tested or not shown. These rows are one share of the data; rates above refer to the full screens.
SMILES,IL1B NFkB inh,IL1B NFkB inh cell count 2 µM,MRP reversal,MRP reversal cytotoxicity,MRP reversal with doxorubicin,IL1B NFkB pot,IL1B NFkB pot cell count 2 µM,Bcl-B displacement,PLAP inhibition
CCCS(=O)(=O)N1CCCC(C(=O)NCCCN2CCN(c3ccc(F)cc3)CC2)C1 (configuration not stated),8.5,191,8.2,91.7,83.5,-8.5,191,-7.4%,-31.6%
O=C(Cc1csc(N2CCOCC2)n1)N/N=C/c1ccc(F)cc1,-2.2,109,11.1,115.1,104.0,2.1,109,2.0%,-56.4%
CCOC(=O)COc1ccc(S(=O)(=O)NCc2ccncc2)cc1,25.4,134,-4.1,98.5,102.6,-25.4,134,-3.9%,4.0%
COc1ccccc1C(=O)N1CCN=C1SCc1cccnc1,-6.3,167,6.7,88.9,82.2,6.2,167,-11.9%,11.5%
COc1nc(-c2ccccc2)c2c(c1C#N)CC(C)(C)OC2,-13.3,151,-0.2,87.2,87.3,13.2,151,-13.0%,9.1%
CCOC(=O)C1CCN(C(=O)Cn2cc(C#N)c3ccccc32)CC1,-16.0,157,-3.5,98.4,101.9,16.0,157,-0.1%,27.1%
CCN(CC#CCC1(O)c2ccccc2-c2ccccc21)CCO,-8.8,139,.,.,.,8.8,139,2.6%,-13.4%
CCOc1ccc(-c2cc(CCCC(=O)NCCc3ccccc3)no2)cc1,-5.6,192,-4.4,68.2,72.6,5.6,192,12.2%,10.5%
O=C(Cc1ccccc1)N[C@@H](Cc1ccccc1)c1nc2ccccc2[nH]1,11.6,186,8.3,93.9,85.6,-11.6,186,4.9%,-9.9%
O=C(CN(C1CCCCC1)S(=O)(=O)c1ccccc1)NCc1cccnc1,-11.4,203,-3.0,100.3,103.3,11.4,203,.,.
O=S(=O)(c1ccc(-c2ccccc2)cc1)N1CCOCC1,9.4,157,4.7,94.7,90.0,-9.4,157,-4.8%,20.1%
CC(=O)N1CCc2cc(S(=O)(=O)NCCC(=O)NC3CCN(Cc4ccccc4)CC3)ccc21,.,.,-0.5,98.7,99.2,.,.,-9.1%,-35.3%
COc1ccc(CNC(=O)c2ccc(CN3CCOCC3)cc2)cc1,-24.0,170,0.2,91.7,91.5,24.0,170,-4.9%,16.3%
O=C(c1ccccc1)c1cccc(NC(=O)C2CC2)c1,8.0,132,-12.3,85.9,98.1,-8.0,132,6.5%,10.3%
Cc1ccc(S(=O)(=O)N2CCN(C(=O)CSc3nc4ccccc4c(=O)[nH]3)CC2)cc1,0.1,129,-2.3,80.7,83.0,.,.,-4.7%,.
CCNc1[nH]c(=O)n(C)c(=O)c1N=O,-2.0,187,.,.,.,2.0,187,-15.3%,5.6%
CCN(CC)C(=O)Cn1c(=O)n(C)c2ccccc21,-3.6,84,5.0,90.7,85.7,3.6,84,-0.3%,10.4%
COc1c(S(=O)(=O)NCCN2CCOCC2)ccc(Cl)c1Cl,6.2,122,-0.5,100.9,101.4,-6.2,122,-37.8%,-23.0%
Nc1nc2ccc(Oc3ccccc3)cc2s1,8.0,135,-5.8,76.3,82.1,-8.0,135,1.2%,-13.5%
CCn1c(SCC(=O)Nc2nnc(C)s2)nnc1-c1ccco1,-36.0,148,5.0,96.0,91.0,36.0,148,8.1%,-1.8%
Clc1cccc(Cl)c1Cn1c(-c2cccnc2Cl)nc2ccccc21,-7.9,159,.,.,.,7.9,159,4.2%,-14.6%
O=CNCCCc1nc2ccccc2n1Cc1cccc2ccccc12,-8.6,165,-4.0,65.7,69.7,8.6,165,1.8%,-55.4%
c1ccc(-c2nc(C3CCCCC3)no2)cc1,-0.4,164,2.9,106.5,103.7,0.4,164,-10.8%,19.3%
CCCCCC(=O)Nc1cc2[nH]c(=O)cc(COC)c2cc1C,4.9,115,.,.,.,-4.9,115,3.9%,9.4%
CC(=O)NC(C)C(=O)OCC(=O)c1ccc(Cl)s1 (configuration not stated),-26.7,88,9.9,106.5,96.6,26.7,88,-11.5%,13.7%
Cn1c(C(=O)N2CCCc3ccccc32)cc2sccc21,4.6,100,7.3,90.3,83.0,-4.6,100,0.8%,-12.9%
CCOC(=O)N1CCC(NS(=O)(=O)c2ccc3c(c2)CCN3C(C)=O)CC1,2.1,83,4.0,97.3,93.4,-2.1,83,1.9%,-8.4%
C=CCc1ccc(OCCOCCOc2ccccc2[N+](=O)[O-])c(OC)c1,1.3,147,.,.,.,-1.3,147,-8.2%,-31.5%
CCC(=O)Nc1ccc(Cl)c(NC(=O)c2cccnc2)c1,-6.3,184,-14.0,85.5,99.4,6.3,184,-9.6%,4.3%
COc1cccc(NC(=S)NNC(=O)c2ccccc2OC(F)F)c1,-8.0,121,.,.,.,8.0,121,-1.0%,-64.0%

# Nothing new here: entries from further up.
SMILES,IL1B NFkB inh,IL1B NFkB inh cell count 2 µM,MRP reversal,MRP reversal cytotoxicity,MRP reversal with doxorubicin,IL1B NFkB pot,IL1B NFkB pot cell count 2 µM,Bcl-B displacement,PLAP inhibition
Nc1nc2ccc(Oc3ccccc3)cc2s1,8.0,135,-5.8,76.3,82.1,-8.0,135,1.2%,-13.5%
CCn1c(SCC(=O)Nc2nnc(C)s2)nnc1-c1ccco1,-36.0,148,5.0,96.0,91.0,36.0,148,8.1%,-1.8%
Clc1cccc(Cl)c1Cn1c(-c2cccnc2Cl)nc2ccccc21,-7.9,159,.,.,.,7.9,159,4.2%,-14.6%
O=CNCCCc1nc2ccccc2n1Cc1cccc2ccccc12,-8.6,165,-4.0,65.7,69.7,8.6,165,1.8%,-55.4%
c1ccc(-c2nc(C3CCCCC3)no2)cc1,-0.4,164,2.9,106.5,103.7,0.4,164,-10.8%,19.3%
CCCCCC(=O)Nc1cc2[nH]c(=O)cc(COC)c2cc1C,4.9,115,.,.,.,-4.9,115,3.9%,9.4%
CC(=O)NC(C)C(=O)OCC(=O)c1ccc(Cl)s1 (configuration not stated),-26.7,88,9.9,106.5,96.6,26.7,88,-11.5%,13.7%
Cn1c(C(=O)N2CCCc3ccccc32)cc2sccc21,4.6,100,7.3,90.3,83.0,-4.6,100,0.8%,-12.9%
CCOC(=O)N1CCC(NS(=O)(=O)c2ccc3c(c2)CCN3C(C)=O)CC1,2.1,83,4.0,97.3,93.4,-2.1,83,1.9%,-8.4%

# Later entries
SMILES,IL1B NFkB inh,IL1B NFkB inh cell count 2 µM,MRP reversal,MRP reversal cytotoxicity,MRP reversal with doxorubicin,IL1B NFkB pot,IL1B NFkB pot cell count 2 µM,Bcl-B displacement,PLAP inhibition
CCC(C)NC(=O)C(=O)NCc1ccncc1 (configuration not stated),-2.1,86,.,.,.,2.1,86,-9.0%,2.6%
CC(C)(C)CC(=O)Nc1nnc(C(F)(F)F)s1,4.6,176,-0.7,95.2,95.9,-4.6,176,.,.
COc1ccc(Sc2cnn(-c3ccccc3)c(=O)c2Cl)cc1,4.3,153,.,.,.,-4.3,153,12.7%,3.4%
COc1ccc(OCc2nn3c(-c4ccccn4)nnc3s2)cc1,5.0,95,21.6,92.9,71.3,-5.0,95,-10.9%,-12.9%
CCCOC(=O)CSc1nc(N)c(C#N)c(CC)c1C#N,-15.3,162,-12.3,101.0,113.3,15.3,162,-1.1%,6.9%
COc1ccc(-n2nnnc2-c2cnc3cc4c(cc3c2C)OCO4)cc1,?,.,.,.,.,-64.3,48,6.1%,0.5%
CCOC(=O)C1=C(N)OC2=C(C(=O)CCC2)C1c1cccs1 (configuration not stated),.,.,7.6,96.8,89.2,.,.,7.0%,6.3%
COc1ccc(-n2nnnc2SCC(=O)c2ccc3c(c2)OCCO3)c(OC)c1,7.2,191,6.8,82.3,75.6,-7.2,191,-13.0%,2.5%
O=C(O)c1cc(-c2ccc(Cl)cc2)n[nH]1,.,.,-0.9,94.7,95.6,.,.,-7.1%,-5.6%
CN1CCN(C(c2cccnc2)c2ccc3cccnc3c2O)CC1 (configuration not stated),3.3,109,-5.1,15.6,20.7,-3.3,109,-6.2%,-149.2%
CCOc1cc(C2CC(=O)NC(SCC)=C2C#N)ccc1O (configuration not stated),-2.8,181,2.7,91.1,88.4,2.8,181,-16.5%,7.7%
O=C(O)CCn1nnc(-c2cccs2)n1,-0.1,125,.,.,.,0.1,125,-1.0%,-1.8%
c1ccc(-c2cc(-c3nc(-c4ccccn4)no3)c3ccccc3n2)cc1,-7.4,173,-19.2,69.8,89.1,7.4,173,.,.
CCC(NC(=O)NCc1ccc2c(c1)OCO2)(C(F)(F)F)C(F)(F)F,-2.3,98,4.9,83.1,78.2,2.3,98,-11.5%,41.2%
CN(C)S(=O)(=O)N(CC(=O)Nc1ccccc1)c1ccccc1,-22.6,120,5.3,88.9,83.6,22.6,120,.,.
CCc1ccc(NC(=O)CS(=O)CC(=O)NCCCc2ccccc2)cc1 (configuration not stated),-4.0,153,.,.,.,4.0,153,-2.1%,-1.5%
CCn1c(COc2ccccc2C)nnc1SCC(=O)N1CCN(c2ccccc2)CC1,-3.0,123,.,.,.,3.0,123,0.0%,-55.3%
Cc1ccc(C(=O)CSc2nc3ccccc3c(=O)n2-c2ccccc2)s1,9.0,110,.,.,.,-9.0,110,-0.2%,7.3%
CCOC(=O)c1c(NC(=O)C2c3ccccc3Oc3ccccc32)sc(C(C)=O)c1C,0.9,174,.,.,.,-0.9,174,-18.1%,3.6%
CCCC(=O)Nc1c2c(nn1-c1ccc(OC)cc1)CS(=O)C2 (configuration not stated),-13.7,159,-9.7,97.7,107.3,13.7,159,.,.
CCCS(=O)(=O)N1CCCC(C(=O)NCCCOCC)C1 (configuration not stated),-1.7,81,-0.3,105.3,105.6,1.7,81,-0.1%,-12.6%
CCOC(=O)Cc1c[nH]c2ccccc12,-4.4,195,7.9,89.8,81.9,4.4,195,-2.5%,5.7%
COc1ccc(-c2cn3cc(Cl)ccc3n2)cc1OC,-4.2,129,-13.6,66.6,80.2,4.2,129,-134.3%,-18.1%
O=C(O)c1ccc(CSCc2c(F)cccc2Cl)o1,15.1,93,.,.,.,-15.1,93,1.0%,-5.8%
Cc1cccnc1NC1(C(F)(F)F)N=C(c2ccccc2)NC1=O (configuration not stated),-6.3,146,.,.,.,-5.4,143,-8.5%,-2.6%
CC1(C)CC(=O)C(C=NCC2CCN(C(=O)Nc3ccc(Cl)c(Cl)c3)CC2)=C(O)C1,-6.5,157,0.2,84.7,84.5,6.5,157,-3.1%,10.6%
CCCOC(=O)C1=C(C)NC2=C(C(=O)CCC2)C1c1ccc(N(C)C)cc1 (configuration not stated),-17.0,121,14.3,93.9,79.7,17.0,121,-2.9%,-21.8%
COc1ccc(CC(=O)N2CCN(C(=O)Cc3ccc(OC)cc3)CC2)cc1,5.9,166,16.6,94.0,77.5,-5.9,166,-7.9%,-17.0%
COc1ccc(NCC(=O)Nc2ccc(Cl)cc2C)c(OC)c1,-12.9,117,9.7,90.0,80.3,12.9,117,0.6%,10.8%
O=C1CC(N2CCN(c3nc4ccccc4s3)CC2)C(=O)N1c1ccc(F)cc1 (configuration not stated),-1.6,165,-1.3,118.1,119.4,1.6,165,-1.5%,-55.1%
Cc1nc([N+](=O)[O-])c(N2CCN(C)CC2)n1Cc1ccccc1,6.5,178,6.1,100.5,94.4,-6.5,178,0.8%,-5.6%
N#CC1(Cc2ccc([N+](=O)[O-])cc2)c2ccccc2C=CN1C(=O)c1ccccc1 (configuration not stated),-5.8,151,.,.,.,5.8,151,-19.1%,-1.6%
CCCCn1cnc2c1c(=O)n(C)c(=O)n2C,-12.4,135,11.2,91.2,80.0,12.4,135,.,.
